Source: PubChem BioAssay
AmpC no deterg: qHTS Inhibitors of AmpC Beta-Lactamase (assay without detergent). actives 0.52% (n = 330,000). AmpC nitrocefin hydrolysis, absorbance 480 nm, 0.0001% Triton. Potency, µM (doses to about 57.1 µM), inactives show at the highest dose activity change, negative = inhibition, hits mostly inhibitors. P00811;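 also: potency is read from the fitted curve at half-maximal effect; plate controls were no compound for no effect and no enzyme for full effect; nearly all actives have a fitted effect of over 20% in size; some results filed as inactive show a strong effect at the top dose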
Target sequence (P00811 whole entry, looked up): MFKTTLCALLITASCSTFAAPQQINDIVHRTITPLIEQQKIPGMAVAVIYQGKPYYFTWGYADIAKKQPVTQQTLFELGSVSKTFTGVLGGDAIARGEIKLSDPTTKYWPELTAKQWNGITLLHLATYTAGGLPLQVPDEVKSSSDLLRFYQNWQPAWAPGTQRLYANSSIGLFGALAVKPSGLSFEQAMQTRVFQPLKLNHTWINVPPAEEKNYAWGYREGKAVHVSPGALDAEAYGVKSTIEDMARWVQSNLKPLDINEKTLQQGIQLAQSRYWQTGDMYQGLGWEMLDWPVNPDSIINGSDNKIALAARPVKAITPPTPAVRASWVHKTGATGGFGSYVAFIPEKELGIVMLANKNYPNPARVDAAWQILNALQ
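AmpC (5.3 nM in the dispensed reagent) in 20 mM phosphate pH 7.0 with 0.01% (detergent screen) or 0.0001% Triton X-100 was preincubated with compounds for 15 min at room temperature. Nitrocefin was then added from an 800 uM solution, and hydrolysis was followed at 480 nm.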
AMA1 RON2 block: qHTS for Inhibitors of AMA1-RON; Towards Development of Antimalarial Drug Lead: Primary Screen | Plasmodium falciparum AMA1 (3D7) - RON2 peptide interaction | AlphaScreen AMA1-biotinylated RON2 peptide binding | actives 0.2% (n = 360,000) | Potency, µM (doses to about 58.2 µM), inactives show at the highest dose activity change, negative = inhibition, usual class: inhibitors;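 also: potency is read from the fitted curve at half-maximal effect; 0% = vehicle wells and -100% = peptide control; nearly all actives have a fitted effect of over 45% in size; some results filed as inactive show a strong effect at the top dose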
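AMA1 (3D7) with his tag at 25 nM final met compounds first, then biotinylated RON2 peptide at 25 nM; detection used donor plus acceptor beads, 10 µg/mL apiece, read by AlphaScreen after 30 min at room temperature.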
Giardia FBPA inh: qHTS Assay for Inhibitors of Fructose-1,6-bisphosphate Aldolase from Giardia Lamblia; A8B2U2; purified Giardia FBPA; Potency, µM (top dose mostly 59.6 µM), for inactives: at the top dose activity, negative = inhibition, most hits filed as inhibitors; actives 0.71% (n = 290,000); AID 2451, 2010; also: potency is read from the fitted curve at half-maximal effect; nearly all actives have a fitted effect of over 55% in size
Target sequence (A8B2U2 whole entry, looked up): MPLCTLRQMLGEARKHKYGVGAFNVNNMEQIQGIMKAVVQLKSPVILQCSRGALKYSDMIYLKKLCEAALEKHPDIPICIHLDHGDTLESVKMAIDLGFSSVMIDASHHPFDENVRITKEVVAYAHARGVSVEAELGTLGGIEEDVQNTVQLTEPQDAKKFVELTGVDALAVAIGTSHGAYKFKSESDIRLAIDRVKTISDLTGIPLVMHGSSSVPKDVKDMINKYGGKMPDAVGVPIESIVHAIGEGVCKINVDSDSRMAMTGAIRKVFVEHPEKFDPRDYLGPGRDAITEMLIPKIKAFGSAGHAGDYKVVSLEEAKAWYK
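Giardia FBPA (40 nM reagent) was preincubated 10 min at RT with compound (up to 57.5 uM final), then substrate plus GAPDH/TPI/NAD/arsenate coupling system with diaphorase/resazurin was added; resorufin fluorescence (525/598 nm) was read after 20 min.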
HCMV antiviral: qHTS Assay for inhibitors of the human cytomegalovirus (HCMV) | HFF cells, HCMV-luciferase reporter, 72 h; hits give low values | activity change, negative = inhibition, % at 57.5 µM | actives 4.5% (n = 410,000) | AID 1259415, 2018; in the data active = activity change below about -60%; inconclusive = no clear call, values can overlap the other calls; inactive = above about -39%
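Steps: HFFs plated, 16 h 37C; compounds added; HCMV-luciferase added to MOI 1 PFU/cell; 72 h 37C; OneGlo reagent, 5 min room temperature; luminescence read, normalized to controls.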
Sm TGR block: qHTS Assay for the Inhibitors of Schistosoma Mansoni Peroxiredoxins. actives 3% (n = 360,000). purified TGR, DTNB reduction, TNB absorbance 405 nm. Potency, µM (highest dose often 114 µM), for the others: top-dose activity change, negative = inhibition, actives largely listed as inhibitors. AID 485364, 2010. Schistosoma mansoni thioredoxin glutathione reductase (TGR), Q962Y6; also: potency is read from the fitted curve at half-maximal effect; nearly all actives have a fitted effect of over 60% in size
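First, TGR (20 nM dispensed) and NADPH were mixed with compound. Second, a 15 min room-temperature incubation followed. Third, further NADPH and then DTNB were added to start the reaction. Finally, TNB absorbance was monitored kinetically.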
AmpC inh detg: qHTS Inhibitors of AmpC Beta-Lactamase (assay with detergent) | P00811 | AmpC hydrolysis of nitrocefin, absorbance 480 nm, 0.01% Triton | Potency, µM (top dose mostly 114 µM), inactives show top-dose activity change, negative = inhibition, most hits filed as inhibitors | actives 0.041% (n = 370,000);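 also: potency is read from the fitted curve at half-maximal effect; 0% = no-compound wells and -100% = no-enzyme wells; nearly all actives have a fitted effect of over 25% in size; some results filed as inactive show a strong effect at the top dose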
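AmpC (5.3 nM in the dispensed reagent) in 20 mM phosphate pH 7.0 with 0.01% (detergent screen) or 0.0001% Triton X-100 was preincubated with compounds for 15 min at room temperature. Nitrocefin was then added from an 800 uM solution, and hydrolysis was followed at 480 nm.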
An asterisk follows results filed as active; ? = inconclusive; / = no result given; & = joins results of further samples; [ ] = another dose, or the depositor's remark. Unless noted, calls follow the shape of the dose curve; as a rule, active = well fitted curve in the direction sought with a large enough effect; inconclusive = small, poorly fitted or top-dose-only effect, or another doubt; inactive = no such curve, though single readings can be large; an effect the other way counts as inactive or inconclusive. Unless noted, % is scaled to controls: 0 for no effect and ±100 for the full control effect.

SMILES	AmpC no deterg	AMA1 RON2 block	Giardia FBPA inh	HCMV antiviral	Sm TGR block	AmpC inh detg
O=C(NCc1ccc2c(c1)OCO2)C1CCCN1S(=O)(=O)c1ccc(Cl)cc1 (stereo not drawn)	-8%	-12%	4%	21	0%	5%
O=C(Nc1ccc(S(=O)(=O)N2CCCCCC2)cc1)c1ccco1	-24%	1%	6%	18	-13%	0%
CN(Cc1nccn1C)C(=O)CC1C(=O)NCCN1Cc1ccc(F)cc1Cl (stereo not drawn)	-1%	26%	-13%	?	-36%	-13%
O=C(/C(=C/O)N=Nc1ccccc1)c1ccc(Cl)cc1	-36%	-26%	0%	-38	-2%	2%
Cc1ccc2nc(C)cc(C(=O)N/N=C/c3ccncc3)c2c1	-6%	-11%	8%	/	-23%	1%
C/C(=N\NC(=O)c1csc(C)c1C)c1ccc(Cl)s1	-3%	33%[activator]	-4%	52	-8%	5%
Cc1nn(CC2CC2)c(=O)n1-c1ccc(C(C)C)cc1	4%[2.29 µM]	8%	3%	-7	-5%	-10%
O=S(=O)(NC1CCCCC1N1CCCCC1)c1ccc(Cl)cc1 (stereo not drawn)	-36%	-2%	1%	45	12%	4%
CCCCNC(=S)NNC(=O)c1ccc(Br)o1	-7%	52%[activator]	1%	-26	3%	9%
Cc1ccc2c(c1)=C(c1ccccc1)N(O)CC(=O)N=2	-11%	12%	21%	-38	4%	-9%
CSc1ccc(Cl)c(C(=O)NCCOc2ccccc2)c1	-43%	-18%	/	-30	-1%	8%
O=c1[nH]c2sc3c(c2c(=O)n1Cc1ccccc1)CCC3	-43%	-2%	-2%	2	0%	-13%
O=C(Nc1ccc(S(=O)(=O)N2CCCCC2)cc1)c1ccc(Cl)nc1	-23%	-8%	/	-75*	/	/
Cc1ccccc1-c1cc(C(=O)N/N=C/c2cccnc2)c2ccccc2n1	57%	13%	/	-28	6%	4%
Cc1cc2oc(=O)cc(CN3CCN(Cc4ccc5c(c4)OCO5)CC3)c2cc1C	-16%	-11%	2%	-2	-6%	?
O=C(NCCSCc1c(F)cccc1Cl)C1CCN(S(=O)(=O)Cc2ccccc2)CC1	/	/	/	14	-6%	28%
Cn1c(N)c(C(=O)COC(=O)C2CCC(C(C)(C)C)CC2)c(=O)n(C)c1=O (stereo not drawn)	139%[activator]	3%	-16%	?	-21%	-14%
C#CCOCCOCCOCCNc1nc(N2CCN(C(=O)[C@H](CC(N)=O)n3cc([C@@H](N)C(C)C)nn3)CC2)nc(N2CCN(C(=O)[C@H](CC(N)=O)n3cc([C@@H](N)C(C)C)nn3)CC2)n1	-6%	13%	/	-6	/	/
Cc1cc(S(=O)(=O)N2CCCC2)ccc1OCC(=O)NCc1ccco1	-4%	-5%	3%	16	40µM*	1%
O=C(c1ccccc1)c1ccc2nc(Nc3ccccc3)c3nncn3c2c1	-3%	2%	0%	-19	10%	2%
O=C(c1ccco1)N1CCN(CCCCOc2ccc(F)cc2)CC1	49%	-2%	-1%	12	-8%	8%
CCOc1ccc(OCCOC(=O)CNC(=O)c2ccc(Cl)cc2Cl)cc1	14%	2%	/	6	-2%	-4%
COc1ccccc1CCN1CCCC(CN(C)C(=O)CCC(N)=O)C1 (stereo not drawn)	1%	0%	-7%	28	9%	?
O=C(COc1ccc([N+](=O)[O-])cc1)Nc1ccc(S(=O)(=O)N2CCOCC2)cc1	-11%	2%	1%	80	3%	3%
Cc1ccc(NC(=O)N2CCCC(C(=O)O)C2)cc1 (stereo not drawn)	-13%	-7%	0%	?	-27%	-2%
O=C1c2ccccc2C(=O)N1CCc1c[nH]c2ccc(O)cc12	-25%	-23%	-7%	?	5%	10%
CN1CCN(CCCNC(=O)c2ccc(Cn3c(=S)[nH]c4ccc(Br)cc4c3=O)cc2)CC1	58%	18%	3%	19	-13%	-10%
Cn1c(SCC(=O)N2CCOCC2)nnc1-c1ccccc1	?	-1%	0%	93	-8%	7%
Cc1cc(-c2ccccc2)nc(-c2ccccc2)c1C	-29%	10%	-26%	-30	6%	-3%
Cc1cnc2cc([N+](=O)[O-])ccc2n1	-11%	1%	0%	-6	0%	?
Cc1cc(OCC(=O)N(C)c2c(N)n(Cc3ccccc3)c(=O)[nH]c2=O)c(C(C)C)cc1Cl	-23%	19%	/	15	0%	-17%
COc1ccc(CC(=O)NCCS(=O)(=O)N2CCN(c3ccc(F)cc3)CC2)cc1OC	82%[activator]	4%	-9%	?	-11%&4%	3%&17%
CCN1CCN(c2ccc(S(=O)(=O)N3CCOCC3)cc2NC(=O)CCOc2ccccc2)CC1	80%[activator]	-8%	/	5	4%	1%
COc1ccc(-c2csc(NC(=O)CN3C(=O)CCC3=O)n2)c(OC)c1	-2%	-11%	6%	-28	-24%	?
Cc1ccc(C)c(C(C)NC(=O)C2CCCO2)c1 (stereo not drawn)	-9%	6%	7%	22	-7%	-12%
CCOc1ccc(-c2cc(CCCC(=O)NCCCOC)no2)cc1	40%	3%	4%	?	9%	-5%
CC(=O)NC(CC(=O)NC(C)c1ccc(Cl)cc1Cl)c1ccccc1 (stereo not drawn)	-7%[11.4 µM]	9%	-3%	-13	-15%	?
CN1C/C(=N\S(=O)(=O)c2ccccc2)N(C)C1=O	-11%	12%	1%	27	-23%	?
Cc1snc(S(=O)(=O)/C(C#N)=N\Nc2ccccc2)c1C#N	/	-1%	0%	-3	6%	4%
CCOC(=O)N1CCN(C(=O)CNS(=O)(=O)c2cccs2)CC1	-9%	24%	1%	35	-31%	?
Cc1ccc(CC(=O)Nc2cc(C)ccn2)cc1	-21%	15%	-4%	?	-4%	1%
Cc1ccc(CN(CC(=O)NC(C)(C)C)C(=O)CNC(=O)c2cccs2)cc1	-6%	3%	0%	-33	/	2%
CC(=O)c1ccc(NC(=O)Nc2ccc(S(=O)(=O)N3CCCC3)cc2)cc1	14µM*	-1%	/	?	-15%	-6%
CCOC(=O)C1=C(O)C(=O)N(c2ccc(S(N)(=O)=O)cc2)C1c1ccc(Br)cc1 (stereo not drawn)	-17%	2%	9%	?	-13%	0%
O=C(CCCn1nnnc1CN1CCOCC1)N1CCC(c2ccc(F)cc2)C1 (stereo not drawn)	57%	-3%	/	-9	-36%	4%
Cc1nc(NC(C)C(=O)O)c2nc(C)oc2n1 (stereo not drawn)	-27%	-10%	0%	31	-4%	-15%
CCc1ccc(C2C(C(=O)O)c3ccccc3C(=O)N2C)cc1 (stereo not drawn)	-15%	1%	9%	-4	-2%	-5%
COc1ccccc1Nc1ncnc2ccccc12	-11%	18%	1%	26	-14%	?
O=S(=O)(NC1CCCCC1N1CCN(c2ccccc2F)CC1)c1ccc(Cl)cc1 (stereo not drawn)	-10%	-3%	-6%	0	7%	1%
COc1ccc(S(=O)(=O)NCC(c2cccs2)S(=O)(=O)c2ccccc2)cc1OC (stereo not drawn)	/	/	/	?	1µM*	0%
CCc1cccc(NC(=O)CCc2nc3cccnc3n2-c2ccccc2)c1	/	/	/	-21	2%	5%
Cc1c(Cl)ccc(S(=O)(=O)Nc2cccnc2)c1Cl	-24%	-1%	7%	-37	5%	5%
CC[C@]12c3[nH]c4ccccc4c3CCN1C(=O)C(CC(=O)NCCCOC)C[C@@H]2C(=O)N1CCN(C(=O)C2CC2)CC1 (stereo partly drawn)	173%[activator]	0%	/	6	/	/
COC(=O)C1=C(C(=O)OC)[C@@H]2N(C)c3ccc(OC)cc3[C@@]23C[C@@H](C(=O)OC)N(C(=O)C2CCC2)C3=N1	183%[activator]	?	-5%[12.9 µM]	/	8%	-5%
C=CCn1c(CNS(=O)(=O)c2ccc(F)cc2)n[nH]c1=S	-11%	6%	/	6	5%	-4%
CCC(=O)Nc1cccc(-c2ccc(N3CCC(C)CC3)nn2)c1	-16%	5%	4%	-67*	1%	-10%
NS(=O)(=O)c1ccc(NS(=O)(=O)c2ccc(NC(=O)c3ccc(-c4ccccc4)cc3)cc2)cc1	11µM*	-7%	-8%	12	-23%	-12%
CC(NC(=O)CSC(=S)N(C)C)C12CC3CC(CC(C3)C1)C2 (stereo not drawn)	24%	-3%	2%	?	?	-3%
Cc1cc(C)cc(N(CC(=O)Nc2cccc(C)c2C)S(=O)(=O)c2c(C)[nH]c(=O)[nH]c2=O)c1	-45%	1%	/	0&6	-6%&-1%	-1%&-13%
O=C(CSc1ccc(-c2ccccn2)nn1)Nc1nccs1	-3%	-7%	-5%	0	1%	-2%
Next structures follow:
SMILES	AmpC no deterg	AMA1 RON2 block	Giardia FBPA inh	HCMV antiviral	Sm TGR block	AmpC inh detg
O=c1[nH]c2ccccc2nc1-c1ccc(Cl)cc1	-25%	-14%	-9%	98	-1%	?
O=C(Cn1c(=O)oc2ccccc21)Nc1ccc(Br)cc1	-18%	-5%	3%	-10	30%	2%
CC(=O)c1cccc(NC(=O)CCS(=O)(=O)c2cccc3nsnc23)c1	-31%	-7%	-3%	-30	?	?
O=C(CCc1nnc(C2CCCCC2)o1)N1CCN(C2CCCCC2)CC1	-22%	16%	3%	-23	56µM*	-6%
C=CCSc1nnc(-c2cc(C(C)(C)C)nn2Cc2ccc(F)cc2)n1C	45%	7%	-10%	3	1%	-5%
COc1ccc(OC)c(CNC(=O)c2cnc3c(C)cccn3c2=O)c1	/	/	/	5	14%	5%
Nn1nnc2ccccc21	-6%	15%	-4%&2%	2	-8%	-4%
CCOCCCNC(=S)N1CCN(CC)CC1	0%	-25%	?	-14	/	4%
O=C(CSc1nc2c([nH]c3ccccc32)c(=O)n1-c1ccccc1)Nc1ccccc1F	/	/	/	31	1%	8%
COc1ccc(S(=O)(=O)N2CCCCC2)cc1NC(=O)c1cncc(Br)c1	-19%	5%	/	?	-24%	4%

Reformatted: results already given
COc1ccc(S(=O)(=O)N2CCCCC2)cc1NC(=O)c1cncc(Br)c1
  AmpC no deterg: -19%; AMA1 RON2 block: 5%; Giardia FBPA inh: /; HCMV antiviral: ?; Sm TGR block: -24%; AmpC inh detg: 4%

COc1ccc(OC)c(CNC(=O)c2cnc3c(C)cccn3c2=O)c1
  AmpC no deterg: /; AMA1 RON2 block: /; Giardia FBPA inh: /; HCMV antiviral: 5; Sm TGR block: 14%; AmpC inh detg: 5%

O=C(CSc1nc2c([nH]c3ccccc32)c(=O)n1-c1ccccc1)Nc1ccccc1F
  AmpC no deterg: /; AMA1 RON2 block: /; Giardia FBPA inh: /; HCMV antiviral: 31; Sm TGR block: 1%; AmpC inh detg: 8%

O=C(CCc1nnc(C2CCCCC2)o1)N1CCN(C2CCCCC2)CC1
  AmpC no deterg: -22%; AMA1 RON2 block: 16%; Giardia FBPA inh: 3%; HCMV antiviral: -23; Sm TGR block: 56µM*; AmpC inh detg: -6%
